From PubChem
CAL PDZ FP-1 – CAL PDZ peptide-binding inhibitors, primary screen, biochemical, fluorescence polarization, Cer-tagged CAL PDZ, HTS; Golgi-associated PDZ and coiled-coil motif-containing protein (Homo sapiens), Q9HD26; purified CAL PDZ, TMR-peptide fluorescence polarization, 1 h; inhibition, % at 20 µM; 0.02% of 330,000 active; AID 504414, 2011;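 active = highest replicate inhibition of at least 40%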;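 note: plate controls were DMSO neutral control wells for no effect and unlabeled competitor peptide control wells for full effect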
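Material: tagged CAL PDZ domain; buffer or medium: 25 mM sodium phosphate pH 7.4, 150 mM NaCl, TCEP, IgG, Thesit; compound dosing: single point, 20 µM; schedule: 1 h incubation at room temperature before polarization reading; measured by: FP readout, S and P plane fluorescence; read-out basis: percent inhibition from loss of millipolarization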
PvdQ inh – P. aeruginosa PvdQ acylase inhibitors, primary screen, biochemical, fluorescence, plate reader and imaging, single point. PvdQ acylase [Pseudomonas aeruginosa LESB58]. purified PvdQ acylase. inhibition, % at 10 µM. 0.063% of 340,000 active. AID 488965, 2010; in the data active = inhibition above about 30%, passing the limit was not always enough; inconclusive = no clear call, values can overlap the other calls;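 note: 0% = vehicle neutral wells and 100% = reference inhibitor wells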
NSD2 HMT inh – NSD2 histone methyltransferase inhibitors, primary screen, biochemical, AlphaScreen, single concentration, set 2 | Histone-lysine N-methyltransferase NSD2 (Homo sapiens), O96028 | NSD2 peptide methylation, 120 min | inhibition, % at 12.5 µM | 0.54% of 310,000 active | AID 743445, 2014; in the data active = inhibition above about 50%
MITF act – activators of MITF-driven TRPM1 promoter reporter, primary screen, cell-based, SK-MEL-5, luciferase, single point; 0.75% of 300,000 active; activation, % at 12.5 µM; SK-MEL-5 TRPM1-promoter luciferase, 24 h; % of positive control, neutral wells = 0;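 active = mean activation of at least 80% with every replicate also reaching 80%; inconclusive = mean reaches 80% but some replicate falls short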;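 note: 0% = neutral control wells and 100% = parthenolide positive control wells; values of inactives mirror those of a sister screen read the other way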
CAL PDZ FP-2 – untagged CAL PDZ binding inhibitors, primary screen, biochemical, fluorescence polarization, HTS. Golgi-associated PDZ and coiled-coil motif-containing protein (Homo sapiens), Q9HD26. purified CAL PDZ, TMR-peptide fluorescence polarization, 1 h. inhibition, % at 24.9 µM. 0.92% of 300,000 active. AID 602252, 2012;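 active = mean inhibition of at least 30% with at least half of replicates also reaching 30%; inconclusive = no clear call, values can overlap the other calls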;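 note: 0% = DMSO neutral control and 100% = excess unlabeled competitor peptide PRC23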
SR-BI DiI-HDL act – activators of SR-BI mediated DiI-HDL uptake, primary screen, ldlA[mSR-BI] CHO cells, DiI fluorescence; 3 h; 100 = double the neutral-control signal; activation, % at 12.5 µM; 0.096% of 320,000 active; AID 504775, 2011;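 active = mean replicate activation of at least 60% and every replicate at or above 60%; inconclusive = mean or all-replicate condition met, but not both; inactive = mean below 60% and not all replicates reaching 60%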;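 note: 0% = median plate neutral-control signal and 100% = twice that signal; values of inactives mirror those of a sister screen read the other way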
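Material: SR-BI-overexpressing, LDLR-lacking CHO cells | Dosing: Single compound concentration, delivered by pin transfer | Probe or stimulus: Labelled HDL, 10 µg/mL | Signal: Bottom-read cell fluorescence after medium removal, ex 550/em 595 nm | Schedule: 3 h, 37 °C | Evaluation: HDL uptake via cellular fluorescence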
Rtt109 Vps75 – inhibitors of C. albicans Rtt109/Vps75 HAT, primary screen, biochemical, ThioGlo CoA-SH fluorescence, plate reader. Histone acetyltransferase RTT109 (Candida albicans (strain SC5314 / ATCC MYA-2876)), …. purified Rtt109/Vps75, 4 h. inhibition, % at 34.9 µM. 0.16% of 330,000 active;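 active = inhibition of at least 50% in every replicate; inconclusive = best replicate reaches 50% inhibition but some replicates fall short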
Target sequence (Q5AAJ8 whole entry, looked up): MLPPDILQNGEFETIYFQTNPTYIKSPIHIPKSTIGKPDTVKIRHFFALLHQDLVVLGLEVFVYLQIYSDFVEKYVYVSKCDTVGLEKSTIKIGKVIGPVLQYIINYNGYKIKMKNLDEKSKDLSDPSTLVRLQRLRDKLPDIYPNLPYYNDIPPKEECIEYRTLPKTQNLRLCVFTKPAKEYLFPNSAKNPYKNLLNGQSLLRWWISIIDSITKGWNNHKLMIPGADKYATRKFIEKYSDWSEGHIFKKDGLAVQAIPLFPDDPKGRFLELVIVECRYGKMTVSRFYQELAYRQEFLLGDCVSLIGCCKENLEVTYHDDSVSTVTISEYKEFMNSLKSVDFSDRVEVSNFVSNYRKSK
SR-BI HDL uptake – inhibitors of SR-BI mediated HDL lipid uptake, primary screen, ldlA[mSR-BI] cells, fluorescence, single point; 0.96% of 320,000 active; inhibition, % at 12.5 µM; Scavenger receptor class B member 1 (Mus musculus), Q61009; ldlA[mSR-BI] CHO cells, DiI-HDL uptake fluorescence, 3 h;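 active = mean replicate inhibition of at least 70% and a set share of replicates each scoring 70 or more; inconclusive = meets just one of the two criteria; inactive = fails both criteria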;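 note: 0% = median of neutral control wells and 100% = median of positive control wells; values of inactives mirror those of a sister screen read the other way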
Target sequence (Q61009 whole entry, looked up): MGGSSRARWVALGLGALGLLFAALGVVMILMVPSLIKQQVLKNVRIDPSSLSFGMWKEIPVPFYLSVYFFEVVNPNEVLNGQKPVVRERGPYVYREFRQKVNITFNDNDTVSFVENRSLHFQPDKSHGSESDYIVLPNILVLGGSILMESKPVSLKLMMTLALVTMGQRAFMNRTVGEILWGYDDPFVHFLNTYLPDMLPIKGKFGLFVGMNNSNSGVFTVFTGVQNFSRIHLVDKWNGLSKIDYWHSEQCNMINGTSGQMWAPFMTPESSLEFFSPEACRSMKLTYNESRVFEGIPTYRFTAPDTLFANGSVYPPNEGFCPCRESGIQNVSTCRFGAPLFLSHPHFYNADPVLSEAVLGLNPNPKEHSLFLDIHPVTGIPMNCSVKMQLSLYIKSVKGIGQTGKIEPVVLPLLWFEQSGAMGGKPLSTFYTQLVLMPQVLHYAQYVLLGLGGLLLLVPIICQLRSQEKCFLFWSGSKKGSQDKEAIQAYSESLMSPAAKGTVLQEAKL
PfHsp90 set2 – growth inhibition of PfHsp90-expressing yeast, primary screen, antimalarial PfHsp90 inhibitor project, S. cerevisiae, BacTiter-Glo luminescence, single point, set 2. BacTiter-Glo ATP, 48 h; yeast lacking PDR1 and PDR3 efflux regulators. inhibition, % at 9.4 µM. 0.32% of 310,000 active. AID 504621, 2011;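 active = every replicate shows inhibition above about 80%, whatever the replicate mean, limit read from the data; inconclusive = mean inhibition reaches the set limit but some replicate falls short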;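 note: 0% = DMSO neutral controls and 100% = 20 µM radicicol positive controls; yeast relying on Plasmodium falciparum Hsp90 in place of its own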
dFosB activator – activators of delta FosB homodimer, primary screen, biochemical, fluorescence polarization, TAMRA-CDK5 oligo, single point. Protein FosB (Mus musculus), P13346. purified delta FosB; percent of positive-control signal above neutral wells. activation, % at 25 µM. 0.99% of 340,000 active. AID 493131, 2011;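 active = mean activation above about 17%, with every replicate also reaching it, limit read from the data, passing the limit was not always enough; inconclusive = only one of the two conditions met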;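 note: fluorescence polarization rise as delta FosB binds a TAMRA Cdk5 AP-1 oligo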
Numbers without * were called inactive; ? = inconclusive; / = no result given. Compounds as they come; 4.3% or so of the library scored in one or more.

A first look:
Each structure is followed by: CAL PDZ FP-1, PvdQ inh, NSD2 HMT inh, MITF act, CAL PDZ FP-2, SR-BI DiI-HDL act, Rtt109 Vps75, SR-BI HDL uptake, PfHsp90 set2, dFosB activator
(1) CCn1c(=O)n(CC)c2cc(N)ccc21
  1.0, -11, 5, -7, /, 16, 6, -16, -17, 4
(2) O=C(O)c1cccc(S(=O)(=O)N2CCN(S(=O)(=O)c3ccc4ccccc4c3)CC2)c1
  -1.4, -15, -1, -13, 2, 15, /, -15, -6, 11
(3) O=C(COC(=O)c1n[nH]c2ccccc12)c1cccc(Br)c1
  1.2, -6, -7, 9, -6, -22, 9, 22, -3, -17
(4) O=C(Nc1ccc(N2CCCC2)cc1)C(Cl)c1ccccc1 (stereo unspecified)
  -2.1, 1, /, 1, -2, -20, 13, 20, -13, -11
(5) Oc1ccc(/C=N/Nc2nc(N3CCCC3)nc(N3CCCC3)n2)cc1O
  -0.3, 12, 6, -17, 7, -12, -1, 12, 9, -7
(6) Cc1cccc(C)c1OCC(=O)Nc1c(C)nn(C)c1C
  -1.1, 9, /, 1, 0, 18, -6, -18, 11, 3
(7) CCC(=O)Nc1cccc(C2=NOC3(C2)C[C@@H](C(N)=O)N(C(=O)COc2ccc(Cl)cc2)C3)c1 (stereo partly specified)
  -0.7, -13, /, -3, 4, -3, -9, 3, 2, -9
(8) O=C(NC1=NCCS1)c1cc(-c2ccc(-c3ccccc3)cc2)nc2ccccc12
  -2.1, -12, -4, 66, -35, 13, -8, -13, -12, ?
(9) COc1ccc(N=C2CCS(=O)(=O)c3sccc32)cc1
  -2.2, -5, 20, 0, -3, 0, 0, 0, 5, -8

The list itself (from the top)
Each structure is followed by: CAL PDZ FP-1, PvdQ inh, NSD2 HMT inh, MITF act, CAL PDZ FP-2, SR-BI DiI-HDL act, Rtt109 Vps75, SR-BI HDL uptake, PfHsp90 set2, dFosB activator
(1) CCn1c(=O)n(CC)c2cc(N)ccc21
  1.0, -11, 5, -7, /, 16, 6, -16, -17, 4
(2) O=C(O)c1cccc(S(=O)(=O)N2CCN(S(=O)(=O)c3ccc4ccccc4c3)CC2)c1
  -1.4, -15, -1, -13, 2, 15, /, -15, -6, 11
(3) O=C(COC(=O)c1n[nH]c2ccccc12)c1cccc(Br)c1
  1.2, -6, -7, 9, -6, -22, 9, 22, -3, -17
(4) O=C(Nc1ccc(N2CCCC2)cc1)C(Cl)c1ccccc1 (stereo unspecified)
  -2.1, 1, /, 1, -2, -20, 13, 20, -13, -11
(5) Oc1ccc(/C=N/Nc2nc(N3CCCC3)nc(N3CCCC3)n2)cc1O
  -0.3, 12, 6, -17, 7, -12, -1, 12, 9, -7
(6) Cc1cccc(C)c1OCC(=O)Nc1c(C)nn(C)c1C
  -1.1, 9, /, 1, 0, 18, -6, -18, 11, 3
(7) CCC(=O)Nc1cccc(C2=NOC3(C2)C[C@@H](C(N)=O)N(C(=O)COc2ccc(Cl)cc2)C3)c1 (stereo partly specified)
  -0.7, -13, /, -3, 4, -3, -9, 3, 2, -9
(8) O=C(NC1=NCCS1)c1cc(-c2ccc(-c3ccccc3)cc2)nc2ccccc12
  -2.1, -12, -4, 66, -35, 13, -8, -13, -12, ?
(9) COc1ccc(N=C2CCS(=O)(=O)c3sccc32)cc1
  -2.2, -5, 20, 0, -3, 0, 0, 0, 5, -8
(10) Cc1occc1C(=O)N1CCN(C(=O)C2CCCO2)CC1 (stereo unspecified)
  0.2, 2, 8, 7, -1, -1, -3, 1, 2, 5
(11) S=c1[nH]nc(COc2ccccc2)n1/N=C/c1ccc(Cl)cc1Cl
  -0.3, -7, -2, -3, -3, 3, 1, -3, 3, -3
(12) CC1CCCCC1NC(=O)COc1cccnc1[N+](=O)[O-] (stereo unspecified)
  0.3, 5, -1, -1, -2, 15, 1, -15, -14, 10
(13) COc1cccc(N2CCN(S(=O)(=O)c3cc4c(cc3Cl)NC(=O)CO4)CC2)c1
  -0.5, 5, /, /, /, -5, -4, 5, -9, -4
(14) O=C(CCSc1ccccc1)N1CCN(c2ccccc2F)CC1
  -0.3, -2, 3, 79, -2, 14, 0, -14, 6, -5
(15) O=C(CN1CCN(C/C=C/c2ccccc2)CC1)NCc1ccc(Cl)cc1
  -0.5, -9, 1, -1, -1, /, -1, /, -1, -8
(16) CCc1ccc(N(C(=O)c2ccco2)C(C(=O)NC2CCCC2)c2ccco2)cc1 (stereo unspecified)
  -1.2, -8, -1, 5, /, -21, -1, 21, -62, -6
(17) Cc1cc(C)n(Cc2ccc(Cl)cc2Cl)c(=O)c1S(=O)(=O)c1ccccc1
  0.6, -1, 4, -12, 3, -18, 14, 18, /, -4
(18) COc1ccc(OCC(=O)NNC(=O)c2ccc3c(=O)n4c(nc3c2)CCC4)cc1
  -0.6, -8, 5, -2, 2, 6, -25, -6, 16, 3
(19) CCOc1cc(C2C(C(=O)N3CCCCC3)=C(C)NC3=C2C(=O)CCC3)cc(Br)c1O (stereo unspecified)
  -2.3, -6, 10, 0, -5, 0, -7, 0, -21, 2
(20) COc1cccc(C(=O)COC(=O)CCC(=O)c2ccccc2)c1
  0.5, 2, -4, 6, -1, 15, -8, -15, -1, -3
(21) O=C(Nc1ccccc1)C1=C[C@H](c2ccc3c(c2)OCO3)C[C@H](OCCCCO)O1
  -2.4, -24, /, 30, -2, -6, 1, 6, 44, -14
(22) CNC(=O)c1cc2ccccc2o1
  -0.4, -7, -1, -2, -3, 8, -13, -8, -14, 0
(23) Cc1ccc(-c2cn3c(=S)[nH]nc3s2)cc1
  -1.3, -12, -2, -4, 2, -19, -1, 19, -19, -10
(24) CC(C)(C)OC(=O)N1CCCC(C(=O)Nc2ccc(C(=O)NCCc3ccccc3)cc2)C1 (stereo unspecified)
  -1.6, -18, /, -4, 1, -49, 5, 49, -24, -12
(25) CCCNC(=O)COC(=O)/C=C/c1ccco1
  0.0, 9, 3, 2, -1, 16, 8, -16, 6, 5
(26) COc1ccc(C(=O)CSC2=C(C#N)C3(CCCCC3)C(C#N)=C(N)N2)cc1
  -1.4, -12, 1, -7, /, -72, 0, 72*, 5, -1
(27) Nn1c(SCC(=O)NC2CCS(=O)(=O)C2)nnc1-c1cccs1 (stereo unspecified)
  1.7, -2, -1, -2, -11, -7, 1, 7, -13, -2
(28) CCCN(CC(=O)Nc1ccc(F)c(F)c1F)C(=O)c1ccc2c(c1)NC(=O)CS2
  0.8, 8, 0, 1, -4, -30, -8, 30, 19, 7
(29) CCOc1ccc(S(=O)(=O)NCc2ccccn2)cc1
  -0.5, -6, 0, -8, 3, 0, -6, 0, -7, -1
(30) O=C(CCNC(=O)c1ccc(Br)cc1)Nc1nccs1
  -0.7, -9, /, 4, 0, -14, -9, 14, -5, -9
(31) COC(=O)/C=C(\C)NC(=O)c1ccccc1Cl
  -1.3, 1, -5, 5, /, -2, -6, 2, -19, 3
(32) Cc1ccc(C)c(S(=O)(=O)N/N=C2/CCCc3ccccc32)c1
  -1.1, -7, 33, -5, 2, -1, 5, 1, -2, -7
(33) Cc1ccc(CNC(=O)CCNS(=O)(=O)c2ccc(C)cc2)cc1
  -0.7, -7, -2, 3, 5, -2, 0, 2, -18, -6
(34) CCC1(C(=O)O)NC(c2cccc(OC)c2O)C2C(=O)N(c3ccccc3)C(=O)C21 (stereo unspecified)
  -0.1, 7, /, -4, -3, -6, 6, 6, 15, -3
(35) O=C(c1ccc(CNS(=O)(=O)c2ccc(Br)cc2)cc1)N1CCCCCC1
  -0.7, -2, /, 6, 6, -9, 9, 9, -33, -5
(36) Cc1ccccc1/C=C1\OC(=O)c2ccccc21
  -1.4, 2, -5, 40, /, -21, 0, 21, -2, -7
(37) CCNC(=S)N1CCN(CCN=CC2=C(O)CC(C)(C)CC2=O)CC1
  -0.3, -5, 4, -10, 11, /, -14, /, 13, -2
(38) CC1CCCCN1C(=O)CN1CCN(S(=O)(=O)c2ccc(Br)cc2Cl)CC1 (stereo unspecified)
  -1.0, -18, 2, -9, -1, -25, 4, 25, -10, 0
(39) Cc1cc(NC(=O)COn2nnc3ccccc32)no1
  -0.4, -15, -2, -3, -1, 12, 11, -12, 30, -5
(40) CCOC(=O)c1c(NC(=O)CSc2nc3ccccc3[nH]2)sc2c1CC(C)(C)NC2(C)C
  -3.1, -6, 1, -5, -7, -23, 2, 23, 0, 10
(41) Cc1nc2nc(C)c(NS(=O)(=O)c3ccc(CC(C)C)cc3)c(=O)n2[nH]1
  -2.4, 12, -4, -4, -2, /, 7, /, 6, -4
(42) COc1ccc(CNC(=O)CCc2c[nH]c3ccccc23)cc1
  -2.8, -8, 2, -10, -2, /, 2, /, -24, 2
(43) Cc1ccc(S(=O)(=O)CC(=O)c2ccc3c(c2)OCCO3)cc1
  0.6, -9, 31, 41, -1, 18, -10, -18, -7, -6
(44) NS(=O)(=O)c1ccc(NC2=CC(=O)C(=O)c3ccccc32)cc1
  2.8, 1, 58*, /, 2, 15, -8, -15, -20, -1
(45) Cc1cc2cc3c(cc2nc1SCC(=O)OC(C)C)OCCO3
  -2.6, -8, /, 5, 1, -47, -5, 47, -1, -6
(46) COc1ccccc1C1C=C(c2ccccc2)Nc2nnnn21 (stereo unspecified)
  -1.2, -18, -4, 6, 0, -9, -6, 9, 1, -4
(47) O=C(Nc1ccc2c(c1)OCO2)c1cc(Cl)ccn1
  -0.1, 10, /, 57, -1, -8, 2, 8, -16, -5
(48) CCOc1cc(C=O)ccc1OCCSc1ccc(C)cc1
  -1.4, -25, -5, 11, /, -9, 1, 22, -10, -8
(49) O=C(NCc1ccco1)C(c1cccs1)N(Cc1ccccc1)C(=O)Cn1nnc2ccccc21 (stereo unspecified)
  -0.9, -13, -2, -14, 0, 9, -10, -9, /, -7
(50) CCOC(=O)CNc1ncc([N+](=O)[O-])cc1C#N
  -2.3, 3, 6, 7, -1, -6, -2, 6, -12, -1
